Source: PubChem BioAssay
Lipid storage S3 = qHTS Assay for Lipid Storage Modulators in Drosophila S3 Cells; 320,000 compounds, 0.64% hits; lipid storage change, negative = inhibition, % at the top dose, mostly 46.1 µM; hits show Potency in µM; Drosophila S3 cells, BODIPY lipid droplet fluorescence, 18-24 h; cells fed with added oleic acid; active = well fitted inhibition curve with a large enough effect in the signal ratio, with a control signal flat, not every such curve was filed as active; inconclusive = small, poorly fitted or top-dose-only effect, or effect the other way, or a change in a side signal; the % refers to the signal ratio
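Drosophila S3 cells loaded with oleic acid (400 uM, as added) and compounds at several concentrations; lipid droplets imaged by 488-nm laser-scanning cytometry, 500–530 nm intensity and object ratio to cell channel. Percent activity normalized to 20 uM Triacsin C.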
Lipid storage S3 cell count max = second read-out of Lipid storage S3, no call of its own (marks repeat the call); cell number change, %; measured here: cell count max response;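 cells counted by Cell Tracker Red CMTPX staining in the red channel; peak over a dose series mostly up to 46.1 µM; percent activity relative to internal control wells on each plate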
Numbers without * were called inactive; i = inactive; ? = inconclusive; · = no result given; [ ] = another dose, or the depositor's remark. % is scaled to controls: 0 for no effect and ±100 for the full control effect; potency is read from the fitted curve at half-maximal effect. Only part of the results is shown. The share of hits here may be higher or lower than overall.

molecule	Lipid storage S3	Lipid storage S3 cell count max
O=C(O)c1nn(CC(=O)N2CCN(c3ccccc3)CC2)c(=O)c2ccccc12	?	·
Cc1ccc(C)c(-c2nn(-c3cc(N4CCN(CCO)CC4)ccc3[N+](=O)[O-])c(=O)c3ccccc23)c1	-6.9%	-8.4
c1ccc(C2[C@H]3CN(Cc4cccnc4)[C@H](c4ccccc4)C34CC2(c2cccnc2)C4)cc1 (stereo partly drawn)	8.2%	17.0
CCc1ccc(-n2c(SCC(=O)Nc3cccc(S(=O)(=O)NC4=NCCCCC4)c3)nc3ccccc3c2=O)cc1	17.7%	·
Cc1ccc2c(c1)N(C)/C(=C/c1cccc[n+]1CCO)S2	?	·
O=C(NC1CCN(S(=O)(=O)c2ccc(F)cc2)CC1)c1ccccc1	10.4%	-8.9
CC(C)(C)OC(=O)N1CC=C2C(C#N)=C(N)C(C#N)(C#N)C(c3cccs3)C2C1 (stereo not drawn)	i	·
Cc1ccc(S(=O)(=O)N(C)C)cc1N	?	·
CCn1c(O)c(C=Nc2ccccc2)oc1=S	12.1%	-0.7
CCOc1cccc(OCCCOc2ccccc2)c1	?	·
COc1ccc(/C=N/c2oc(C)c(C)c2C#N)c(OC)c1	?	·
CCN1CCN(c2cc(C)c3cc(NC(=S)N4CCN(c5ccccc5)CC4)ccc3n2)CC1	2.4%	-14.7
CCOC(=O)c1nnn(-c2nonc2-n2cccc2)c1CN1CCOCC1	0.4%	-0.6
CCc1ccc(NS(=O)(=O)c2c(C(=O)N3CCCCCC3)c(C)n(C)c2C)cc1	i	14.9
CN(C)S(=O)(=O)c1cccc(NC(=S)NCCc2ccccn2)c1	43.0%	74.3
Cc1ccc(NC(=O)c2cc(=O)c3ccccc3o2)cc1S(=O)(=O)N1CCCCC1	-10.8%	-12.2

Structures from the list above that contain a cyano group:
molecule	Lipid storage S3	Lipid storage S3 cell count max
CC(C)(C)OC(=O)N1CC=C2C(C#N)=C(N)C(C#N)(C#N)C(c3cccs3)C2C1 (stereo not drawn)	i	·
COc1ccc(/C=N/c2oc(C)c(C)c2C#N)c(OC)c1	?	·

Carrying on.
molecule	Lipid storage S3	Lipid storage S3 cell count max
O=C1CCN(N=Nc2cccc(Cl)c2)N1	i	·
O=C(/C=C/c1ccc(Cl)cc1Cl)NCc1ccncc1	?	·
COCCn1c(SCC(=O)NC2CCCC2)nnc1C(C)C	?	·
CCOC(=O)c1n[nH]n2c1nc(=S)c1ccccc12	10.5%	·
CCN1CCCc2cc(CN(CCN3CCOCC3)C(=S)Nc3ccc(OC)c(OC)c3)ccc21	-7.2%	-13.2
CC(C)(C)NC(=O)COC(=O)c1ccc(Cl)cc1O	-17.6%	-2.3
O=C(Nc1cccc(-c2cnc3ccccc3n2)c1)c1ccncc1	?	·
O=C1NC(c2ccccc2)=CC(c2ccccc2)N1 (stereo not drawn)	?	·
CCOc1c(Br)cc(CNc2ncn[nH]2)cc1OC	?	·
CC1=NN(C(N)=S)C(=O)C1N=Nc1ccc(S(N)(=O)=O)cc1 (stereo not drawn)	-1.8%	3.5
CC(=O)C1=C(O)C(=O)N(c2nccs2)C1c1ccc(Br)cc1 (stereo not drawn)	i	·
CCn1c(=S)sc2c(=O)[nH]c(SCC(=O)Nc3cc(OC)ccc3OC)nc21	?	·
Cn1c(=O)n(Cc2ccccc2)c(=O)c2c1nc(NCC1CCCO1)n2Cc1ccccc1 (stereo not drawn)	5.7%	17.2
COC(=O)c1c(NC(=O)C(C)(C)C)sc2c1CCN(Cc1ccccc1)C2	?	·
COC(=O)COc1cccc(NC(=O)c2cccc(C)c2)c1	2.4%	0.9
CCOCC(=O)Nc1nc(-c2ccccc2)c(CC)s1	?	·
C/C(=N\NC(=O)C1CC1)c1ccccc1Br	i	·
CN(C)CCCN1C(=O)c2oc3ccccc3c(=O)c2C1c1cccs1 (stereo not drawn)	?	·
CCOc1cccc(CN2CCC(Oc3ccc(C(=O)NCc4ccccn4)cc3)CC2)c1	i	·
CN1C(=O)CSc2ccc(NC(=O)NCc3cccnc3)cc21	11.0%	-17.1
CCc1cc2c(=O)oc(-c3ccc(Br)cc3)nc2s1	?	·
NC(=O)c1ccc[n+]([C@H]2O[C@@H](COP(=O)([O-])OP(=O)(O)OC[C@H]3O[C@@H](n4cnc5c(N)ncnc54)[C@H](O)[C@@H]3O)[C@H](O)[C@@H]2O)c1	1.8%	1.1
Cc1nn(-c2ccccc2)c(N2CCCC2)c1/C=N/Nc1ccc(S(=O)(=O)Nc2ccccc2)cc1[N+](=O)[O-]	?	·
COc1cccc(C(=O)Cn2c(NCCO)nc3ccccc32)c1	-2.0%	-14.2
COc1ccc(Cc2nc(-c3ccc(-n4cccc4)cc3)no2)cc1OC	?	·
CCN(CC)C(=O)c1cn(CCC#N)nc1-c1ccc2c(c1)OCCO2	3.6%	6.1
COc1ccc(-c2onc3ccc(C(=O)/C=C/N(C)C)cc23)cc1	1.3%	-1.7
Cc1cccc(OCC(=O)Nc2ccc3nc(C)sc3c2)c1	?	·
CN(CC(=O)Nc1ccccc1Cl)C(=O)c1ccc(N2C(=O)CCC2=O)cc1	?	·
COc1ccc(COc2ccsc2C(=O)Nc2ccc(Cl)c(Cl)c2)cc1	?	·
COc1cc(SC)ccc1C(=O)NCCCn1ccnc1	?	·
CC(C)=CC1C(C(=O)Nc2ccc(S(=O)(=O)N3CCOCC3)cc2)C1(C)C (stereo not drawn)	?	·

Whole records, quoted from the list:
COc1cccc(C(=O)Cn2c(NCCO)nc3ccccc32)c1 across the screens: Lipid storage S3 = -2.0%; Lipid storage S3 cell count max = -14.2
O=C(NC1CCN(S(=O)(=O)c2ccc(F)cc2)CC1)c1ccccc1 across the screens: Lipid storage S3 = 10.4%; Lipid storage S3 cell count max = -8.9

(list continues)
molecule	Lipid storage S3	Lipid storage S3 cell count max
Cc1ccc2nc(C)c(C(=O)N/N=C/c3cccc([N+](=O)[O-])c3)cc2c1	?	·
O=C(c1c[nH]c2ccccc12)N1CCOCC1	-6.1%	10.6
COC(=O)c1cc2oc(C)cc2n1CC(=O)Nc1cc(C)cc(C)c1	i	·
Cc1ccc2c(cnn2C(=O)CCCC(=O)NCc2ccc(F)cc2)c1	-14.6%	-0.6
CC(C)C(=O)Nc1nnc(SCC(=O)NC2CCCC2)s1	-17.8%	16.5
Cc1cnc(=O)[nH]c1SCc1ccccc1F	?	·
CN(CCCC1CCCC1)C(=O)c1cc(COc2ccc(F)c(F)c2)on1	?	·
CCN(CC)S(=O)(=O)c1cc(C(=O)n2cccn2)c(Cl)cc1Cl	4.61µM*	-0.3*
CC(Oc1ccccc1)C(=O)Nc1ccc(S(=O)(=O)Nc2nccs2)cc1 (stereo not drawn)	?	·
CC(=O)c1ccc(S(=O)(=O)NC2CC(=O)N(c3ccc4c(c3)OCCO4)C2)cc1 (stereo not drawn)	?	·
CCCn1c(SCC(=O)N2CCN(S(=O)(=O)c3ccc(Cl)cc3)CC2)n[nH]c1=O	i	-11.8
Cc1ccc(/C=C(\NC(=O)c2ccc(C)cc2)c2nc(=S)[nH][nH]2)cc1	?	·
CN(CC(=O)Nc1ccc(S(=O)(=O)N2CCCC2)cc1)CC(=O)Nc1ccc(F)c(F)c1F	?	·
O=c1cc(N2CCCCC2)c(-c2ccccc2)nn1Cc1ccc(Cl)cc1Cl	?	·
O=C1CCCc2nc(N3CCN(C(c4ccccc4)c4ccccc4)CC3)ncc21	?	·
O=C(COc1ncnc2ccccc12)NC1CCS(=O)(=O)C1 (stereo not drawn)	0.3%	-2.2
Cc1cc(F)ccc1S(=O)(=O)N1CCCCC1CCNC(=O)C(=O)NCCN1CCOCC1 (stereo not drawn)	?	·
N#C/C(=C\c1c(N2CCCCCC2)nc2ccccn2c1=O)C(N)=O	10.3%	22.6
O=[N+]([O-])c1ccc(CN2CCN(c3ncccn3)CC2)cc1	i	12.9
CCCN(CCC)CCNC(=O)CCC(=O)Nc1ccc2nc(N3CCN(C)CC3)cc(C)c2c1	0.0%	-21.0
CCCCn1c(=O)c(C(C)=O)c(O)c2ccccc21	?	·
CCCCn1c(N)c(N(CCOC)C(=O)CCNC(=O)c2ccc(Cl)cc2)c(=O)[nH]c1=O	i[0.0737 µM]	6.4
Cc1c(Cl)cccc1NC(=S)N1CCN(C(=O)c2ccco2)CC1	i	-6.5
Cc1nc(NC(=O)CCN2C(=O)C3CC=CCC3C2=O)sc1C (stereo not drawn)	i	25.7
COc1ccc(Cl)cc1NC(=O)CN(C)C(=O)c1cc2c(s1)CCC(C)C2 (stereo not drawn)	?	·
COc1ccc(N2CCN(C(=O)c3ccc(COc4ccc5c(C)cc(=O)oc5c4)cc3)CC2)cc1	?	·
Cc1ccc(OCC(=O)Nc2ccc3c(c2)OC(F)(F)O3)c([N+](=O)[O-])n1	16.5%	5.5
CC1CCC2(CC1)NC(=O)N(CC(=O)NCCc1c[nH]c3ccccc13)C2=O (stereo not drawn)	?	·
CC1CCC(NC(=O)C2CCN(c3c4c(nc5ncnn35)CCC4)CC2)CC1 (stereo not drawn)	?	·
COc1ccc(Cc2nc3ccc(C(=O)N4CCC[C@H]4CO)cc3o2)cc1	4.9%	1.5
CC1CCC2(CC1)C(Nc1cccc(Cl)c1)=NC(=S)N2CC#N (stereo not drawn)	?	·
CSC1=NCCN1C(=O)Cc1cccs1	-1.8%	2.4
Cc1ccc(C(=O)NNC(=S)NC(=O)COc2ccccc2)cc1	?	·
CCCN(CC(=O)Nc1ccccc1C)C(=O)c1ccc(-c2ccc(C(C)=O)cc2)o1	?	·
CCOc1ccc(/C=N/NC(=O)C2CCCC2)c(OCC)c1	i	7.2
CCSc1nnc(NC(=O)c2cccnc2Cl)s1	4.1%	-0.8
COc1ccc(-c2c(C#N)c(N)nc3sc(C(=O)c4ccc(C)cc4)c(N)c23)cc1	?	·
O=C(c1cc2ccccc2o1)c1nc2c(n1O)CCCCC2	?	·
CC(C)NC(=O)CSc1ncccc1-c1nc2ccccc2[nH]1	?	·
CCCc1c(C)[nH]c2ccc(C(=O)O)cc2c1=S	?	·
N/C(Cc1ccc([N+](=O)[O-])cc1)=N\OC(=O)Cc1ccccc1	?	·
CC1=CC(=O)[C@H]2C(C)(C)CCC[C@]2(C)[C@@]1(O)CO	-6.6%	-10.5
Cc1cc(C)c2nc(-c3cccc(Cl)c3)c(C)c(C(=O)N3CCOCC3)c2c1	?	·
Clc1ss/c(=N\c2ccccn2)c1Cl	i	·
COc1ccccc1CNC(=O)c1cnccn1	?	·
CC(=O)c1cccc(OCc2cc(C(=O)N(C)CCc3cnn(C)c3)no2)c1	i	-24.6
O=C(O)CC(C(=O)N(c1ccccc1)c1ccccc1)N1CCOCC1 (stereo not drawn)	-11.6%	-11.4
Cc1ccc2oc(-c3cccc(NC(=O)c4ccc(Br)o4)c3)nc2c1	?	·
CC(C)(O)C#Cc1ccc(CN2CCCC(CNC(=O)c3ccco3)C2)cc1 (stereo not drawn)	?	·
CCC(c1nnnn1CCOC)N(Cc1cc2c(C)cc(C)cc2[nH]c1=O)CC1CCCO1 (stereo not drawn)	?	·
Cc1ccc(Nc2nc3ccccc3n3cnnc23)cc1C	-24.4%	-29.9
CC(=O)Nc1cccc(NC(=O)CSc2nc(=O)n3cccc(C)c3n2)c1	?	·
O=C(Oc1ccc(C(=S)N2CCOCC2)cc1)c1cccc([N+](=O)[O-])c1	i	0.5
O=C(Nc1ccccc1)N(C1=NCCC1)c1ccc(OC(F)F)cc1	?	·
COc1cccc(/C=N/NC(=O)CN(C2=NS(=O)(=O)c3ccccc32)c2ccccc2)c1	?	·
Cc1cc(C)cc(N(CC(=O)NC(C)C)C(=O)CCC(=O)Nc2ccccn2)c1	?	·

More entries.
molecule	Lipid storage S3	Lipid storage S3 cell count max
O=C(COc1cc(F)ccc1[N+](=O)[O-])Nc1cccc(Br)c1	?	·
COc1ccnc(CSC(N)=Nc2ccc(F)cc2)c1	3.0%	-1.1
Clc1ccc(OCc2cc(-c3ccccc3)no2)c(Cl)c1	i	·
O=C(Nc1ccc(Cc2ccc(NC(=O)C3CC3)c(O)c2)cc1O)C1CC1	6.7%	-3.4
O=c1[nH]cnc2c1c(-c1ccccc1)cn2-c1ccc(F)cc1	?	·
O=C1CCC(=O)N(O)CCCCCNC(=O)CCC(=O)N(O)CCCCNC(=O)CCC(=O)N(O)CCCCCN1	-8.0%	-1.1
CCC(C(=O)N1CCOCC1)n1nc(C)n2c(cc3cc(C)ccc32)c1=O (stereo not drawn)	?	·
Cc1nc(C(=O)NNC(=O)c2c(-c3c(Cl)cccc3Cl)noc2C)cs1	-8.9%	1.2
COc1ccccc1C(c1nnnn1C(C)(C)C)N1CCN(Cc2ccncc2)CC1 (stereo not drawn)	17.7%	15.9
CCN1CCN(C(c2cccs2)C(C)NS(=O)(=O)c2ccc(F)cc2)CC1 (stereo not drawn)	?	·
